Assay outcomes (PubChem BioAssay)
ADAM10 inh: ADAM10 inhibition, QFRET primary screen. O14672. recombinant ADAM10, EDANS/DABCYL FRET peptide cleavage, 3 h. inhibition, % at 7 µM. 0.62% of 370,000 active. AID 720582;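 active = inhibition above a per-campaign cutoff equal to the mean of compounds falling between control-based bounds plus 3 SD, cut at about 20% in these data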;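 note: 0% = DMSO wells while the 100% control is not disclosed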
hgDAF12 agonist: activates the H. glycines DAF-12 receptor ligand-binding domain; HEK293 GAL4-hgDAF12 UAS-luciferase reporter, agonist luminescence; normalized to butyrate control; activation, % at 6.8 µM; 1.8% of 370,000 active;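 active = activation above a cutoff set at the mean of all screened compounds plus 3 SD, cut at about 10% in these data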;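 note: 0% = DMSO wells and 100% = sodium butyrate wells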
PLC-gamma1 inh: PLC-gamma1 (human) inhibition, primary screen; P19174; purified PLC-gamma1, fluorogenic substrate, fluorescence; inhibition, % at 12.2 µM; 0.84% of 370,000 active; AID 720700; in the data active = inhibition above about 9.5%
GAA850 FXN act: activators of GAA850 frataxin (FXN) promoter. HEK293 lucGAA850 FXN promoter luciferase reporter, 24 h; percent of 10 µM SAHA response. 0.56% of 360,000 active. AID 540364. activation, % at 6 µM;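 active = activation above the average of all compounds screened plus 3 SD, cutoff fixed separately per campaign, cut at about 7.5% in these data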;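 note: 0% = DMSO wells and 100% = 10 µM SAHA wells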
PLC-beta3 inh: blocks human PLC-beta3 enzyme activity. Purified PLC-beta3, fluorogenic substrate, fluorescence. inhibition, % at 12.2 µM. 0.18% of 370,000 active. AID 720704; in the data active = inhibition above about 11%;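 note: 0% = median of compound wells on plate and 100% = full blocker control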
hcDAF12 agonist: activators of H. contortus DAF-12 nuclear receptor; AID 652067; activation, % at 6.8 µM; HEK293 hcDAF-12 lit1-tk-luc reporter, luminescence; 0% DMSO, 100% Δ7-dafachronic acid; 1.4% of 370,000 active;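 active = activation above the mean of all tested compounds plus 3 SD, cut at about 5.5% in these data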;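 note: 100% = response to 3 µM Δ7-dafachronic acid high control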
ssDAF12 agonist: activates DAF-12 receptor from parasite S. stercoralis | activation, % at 6.8 µM | 1% of 370,000 active | HEK293 ssDAF-12/GRIP1 lit1-tk-luc reporter, luminescence; % of 3 µM dafachronic acid response;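 active = activation above the mean over all tested compounds plus 3 SD, cut at about 0.9% in these data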;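 note: 0% = DMSO-only wells and 100% = 3 µM delta7-dafachronic acid wells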
DAX1 inh-1: NR0B1 (DAX1) inhibition; HEK293 Gal4-DAX1 luciferase reporter, luminescence; AID 504766; 0.99% of 340,000 active; inhibition, % at 6.75 µM; P51843;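 active = inhibition above the mean over all tested compounds plus 3 SD, cut at about 4.2% in these data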;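 note: 0% = DAX1-transfected cells with DMSO and 100% = empty-vector control cells with DMSO; inhibition shows as a rise in luminescence from relieved DAX1 repression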
Target sequence (P51843 207-470 limits assumed): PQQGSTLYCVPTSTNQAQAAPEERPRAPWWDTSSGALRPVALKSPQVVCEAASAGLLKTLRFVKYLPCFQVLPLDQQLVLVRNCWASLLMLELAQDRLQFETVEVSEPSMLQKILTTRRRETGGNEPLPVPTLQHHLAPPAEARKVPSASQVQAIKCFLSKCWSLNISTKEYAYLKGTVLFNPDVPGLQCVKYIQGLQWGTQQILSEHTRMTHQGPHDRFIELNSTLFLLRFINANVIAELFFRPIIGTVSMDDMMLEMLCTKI
ADAM17 inh: ADAM17 inhibition, QFRET primary screen | P78536 | recombinant ADAM17, EDANS/DABCYL FRET peptide cleavage | inhibition, % at 6.95 µM | 0.83% of 370,000 active;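 active = inhibition above the mean of compounds lying between control limits plus 3 SD, set per campaign, cut at about 8.5% in these data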;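 note: 0% = DMSO-only wells as the low control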
Target sequence (P78536 215-824 limits assumed): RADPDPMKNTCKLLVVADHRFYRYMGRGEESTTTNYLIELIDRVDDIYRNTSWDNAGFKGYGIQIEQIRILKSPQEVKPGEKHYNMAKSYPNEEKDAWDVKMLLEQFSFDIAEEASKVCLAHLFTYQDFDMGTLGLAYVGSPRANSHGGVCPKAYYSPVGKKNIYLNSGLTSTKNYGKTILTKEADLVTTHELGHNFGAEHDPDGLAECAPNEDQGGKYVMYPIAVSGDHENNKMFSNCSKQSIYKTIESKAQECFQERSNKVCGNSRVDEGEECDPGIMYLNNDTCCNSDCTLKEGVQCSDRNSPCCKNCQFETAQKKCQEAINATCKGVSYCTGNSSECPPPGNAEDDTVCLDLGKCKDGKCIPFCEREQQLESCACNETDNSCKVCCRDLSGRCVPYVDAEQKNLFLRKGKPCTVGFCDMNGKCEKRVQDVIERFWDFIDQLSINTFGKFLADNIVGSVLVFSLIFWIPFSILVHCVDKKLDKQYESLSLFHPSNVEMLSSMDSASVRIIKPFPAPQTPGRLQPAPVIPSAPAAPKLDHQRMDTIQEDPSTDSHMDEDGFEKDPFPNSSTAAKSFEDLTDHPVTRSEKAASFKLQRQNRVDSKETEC
DAX1 inh-2: inhibitors of DAX1 repression of SF-1 activated StAR promoter. HEK293T StAR-luciferase reporter, SF-1/DAX-1 repression relief. 1.1% of 370,000 active. inhibition, % at 6.8 µM. AID 652010;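 active = inhibition above the mean over all tested compounds plus 3 SD, cut at about 3.6% in these data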;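 note: 0% = DAX-1 cells with DMSO and 100% = cells lacking DAX-1 with DMSO; higher inhibition means more luminescence from relief of DAX-1 repression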
sPLA2-III inh: Blocks human group III sPLA2 activity; QFRET BODIPY PC-A2 liposome hydrolysis, fluorescence; inhibition, % at 12.2 µM; 0.56% of 370,000 active; AID 743126;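 active = inhibition above mean plus 3 SD of compounds lying within the high and low control bounds, cut at about 19% in these data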;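 note: 0% = median of test compound wells and 100% = no enzyme DMSO wells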
* = called active by the depositor.

O=C(NNC1CC(=O)N(c2ccc(Cl)cc2)C1=O)c1ccco1 (centres undefined) was read as ADAM10 inh -7, hgDAF12 agonist 0.5, PLC-gamma1 inh -1, GAA850 FXN act 5.3, PLC-beta3 inh -9, hcDAF12 agonist 1.1, ssDAF12 agonist -1.3, DAX1 inh-1 1.3, ADAM17 inh -2, DAX1 inh-2 1.2 and sPLA2-III inh -18.
`CCOC(=O)N1CCN(C(=O)C[C@H]2C[C@@]3(C(=O)OC)C(=C[C@H](C4CCCC4)O[C@@H]3C)N(CCc3ccc(OC)c(OC)c3)C2=O)CC1` gave ADAM10 inh -2, hgDAF12 agonist -3.5, PLC-gamma1 inh -2, PLC-beta3 inh -1, hcDAF12 agonist -2.8, ssDAF12 agonist -1.5, ADAM17 inh -3, DAX1 inh-2 -2.2 and sPLA2-III inh -8.
`CCC(C)N1CC(C(=O)O)CC1=O` (centres undefined) gave ADAM10 inh -7, hgDAF12 agonist -0.2, PLC-gamma1 inh -1, GAA850 FXN act 0.5, PLC-beta3 inh 2, hcDAF12 agonist -1.0, ssDAF12 agonist -0.8, DAX1 inh-1 -0.1, ADAM17 inh -2, DAX1 inh-2 1.0 and sPLA2-III inh -1.
Cc1ccccc1CN1C(=O)C(C)Sc2ccc(-c3ccco3)cc21 (centres undefined) was read as ADAM10 inh -6, hgDAF12 agonist 1.2, PLC-gamma1 inh -15, GAA850 FXN act -3.3, PLC-beta3 inh -19, hcDAF12 agonist 0.3, ssDAF12 agonist -0.9, ADAM17 inh -1, DAX1 inh-2 -0.3 and sPLA2-III inh -1.
`COc1ccccc1N1CCN(C(CNS(=O)(=O)c2cc(F)ccc2F)c2cccnc2)CC1` (centres undefined) gave ADAM10 inh 4, hgDAF12 agonist 1.9, PLC-gamma1 inh 4, GAA850 FXN act -0.1, PLC-beta3 inh 5, hcDAF12 agonist -0.6, ssDAF12 agonist -1.4, DAX1 inh-1 -0.9, ADAM17 inh 4, DAX1 inh-2 0.3 and sPLA2-III inh -9.
`C=CCSc1nnc2c(n1)OC(c1ccco1)Nc1ccccc1-2` (centres undefined) gave ADAM10 inh 3, hgDAF12 agonist 6.2, PLC-gamma1 inh -2, GAA850 FXN act 4.6, PLC-beta3 inh -2, hcDAF12 agonist 2.3, ssDAF12 agonist -0.8, DAX1 inh-1 0.1, ADAM17 inh 2, DAX1 inh-2 0.5 and sPLA2-III inh 3.
For CCCCN(C)Cc1c(C)[nH]c2ccc(OCC)cc2c1=O the results were ADAM10 inh -222, hgDAF12 agonist 0.5, PLC-gamma1 inh -6, GAA850 FXN act -0.6, PLC-beta3 inh -10, hcDAF12 agonist -0.8, ssDAF12 agonist -1.4, DAX1 inh-1 0.7, ADAM17 inh -53, DAX1 inh-2 1.4 and sPLA2-III inh 5.
C[C@@H]1CCCCO[C@H](CN(C)C(=O)CCC(F)(F)F)[C@H](C)CN([C@@H](C)CO)C(=O)c2cc(NS(=O)(=O)c3ccc(Cl)cc3)ccc2O1 was read as ADAM10 inh 8, hgDAF12 agonist -1.2, PLC-gamma1 inh -1, PLC-beta3 inh -5, hcDAF12 agonist -1.6, ssDAF12 agonist -1.8, ADAM17 inh 6, DAX1 inh-2 -0.6 and sPLA2-III inh -30.
`COc1ccc(C2(C)NC(=O)N(CC(=O)Nc3ccc4ccccc4c3)C2=O)cc1OC` (centres undefined) gave ADAM10 inh 7, hgDAF12 agonist -2.5, PLC-gamma1 inh -2, GAA850 FXN act 4.4, PLC-beta3 inh -1, hcDAF12 agonist -0.9, ssDAF12 agonist -1.0, DAX1 inh-1 -0.7, ADAM17 inh 3, DAX1 inh-2 -2.7 and sPLA2-III inh -20.
C=CCOc1ccc(C(=O)Nc2ccc(OCC)cc2)cc1 was read as ADAM10 inh 2, hgDAF12 agonist 3.4, PLC-gamma1 inh 6, GAA850 FXN act 3.5, PLC-beta3 inh 3, hcDAF12 agonist 0.4, ssDAF12 agonist -0.8, DAX1 inh-1 0.2, ADAM17 inh 0, DAX1 inh-2 0.2 and sPLA2-III inh 1.
`COC(=O)c1sc(N2C(=O)C(O)=C(C(=O)c3ccc(C)o3)C2c2cccs2)nc1C` (centres undefined) gave ADAM10 inh -12, hgDAF12 agonist 1.6, PLC-gamma1 inh -34, GAA850 FXN act 3.7, PLC-beta3 inh -58, hcDAF12 agonist 0.3, ssDAF12 agonist -1.1, DAX1 inh-1 0.1, ADAM17 inh 1, DAX1 inh-2 0.5 and sPLA2-III inh -11.
O=[N+]([O-])c1ccc2c(c1)C(N1CCOCC1)/C(=C/C1(O)CCCCC1)O2 (centres undefined) was read as ADAM10 inh -6, hgDAF12 agonist -1.4, PLC-gamma1 inh -2, GAA850 FXN act 2.0, PLC-beta3 inh -9, hcDAF12 agonist -1.2, ssDAF12 agonist -1.7, DAX1 inh-1 -0.1, ADAM17 inh -7, DAX1 inh-2 0.2 and sPLA2-III inh 2.
For COc1ccc(Cn2nnnc2C(c2ccc(C)cc2)N2CCN(C3CCCC3)CC2)cc1 (centres undefined) the results were ADAM10 inh 5, hgDAF12 agonist 6.2, PLC-gamma1 inh 0, GAA850 FXN act -6.5, PLC-beta3 inh -1, hcDAF12 agonist 0.5, ssDAF12 agonist -0.9, DAX1 inh-1 0.4, ADAM17 inh -3, DAX1 inh-2 0.5 and sPLA2-III inh -12.
`COc1ccc(CCC(=O)Nc2ccccc2C(F)(F)F)cc1` gave ADAM10 inh 2, hgDAF12 agonist -1.4, PLC-gamma1 inh -2, GAA850 FXN act 0.7, PLC-beta3 inh -1, hcDAF12 agonist -2.1, ssDAF12 agonist -1.4, DAX1 inh-1 -0.8, ADAM17 inh -2, DAX1 inh-2 -0.6 and sPLA2-III inh 2.
`O=C(NCc1ccco1)c1cc(-c2cccnc2)nc2ccc(Cl)cc12` gave ADAM10 inh 2, hgDAF12 agonist 0.2, PLC-gamma1 inh 0, GAA850 FXN act 1.9, PLC-beta3 inh -2, hcDAF12 agonist -1.2, ssDAF12 agonist -1.9, DAX1 inh-1 -0.5, ADAM17 inh -3, DAX1 inh-2 -1.3 and sPLA2-III inh -9.
Screening CC1C(=O)C(C)C(c2ccc([N+](=O)[O-])cc2)NC1c1ccc([N+](=O)[O-])cc1 (centres undefined) returned ADAM10 inh 4, hgDAF12 agonist -2.1, PLC-gamma1 inh 1, GAA850 FXN act -0.2, PLC-beta3 inh -2, hcDAF12 agonist 2.3, ssDAF12 agonist -0.5, DAX1 inh-1 0.3, ADAM17 inh -2, DAX1 inh-2 0.3 and sPLA2-III inh 1.
`CC(=O)Cc1nsc(NC(=O)c2ccc(F)cc2)n1` gave ADAM10 inh 2, hgDAF12 agonist 2.7, PLC-gamma1 inh 3, GAA850 FXN act 2.1, PLC-beta3 inh -1, hcDAF12 agonist -0.4, ssDAF12 agonist -1.4, DAX1 inh-1 -0.7, ADAM17 inh 0, DAX1 inh-2 0.2 and sPLA2-III inh -6.
Screening COc1cc(CN2CCC(n3nccc3NC(=O)c3ccccc3OC)CC2)ccc1F returned ADAM10 inh -8, hgDAF12 agonist -1.2, PLC-gamma1 inh 2, GAA850 FXN act -0.9, PLC-beta3 inh -6, hcDAF12 agonist 0.2, ssDAF12 agonist -0.8, DAX1 inh-1 -0.7, ADAM17 inh -4, DAX1 inh-2 -0.3 and sPLA2-III inh 0.
For CCCCNC(=O)CNC(=O)c1nn(-c2ccc(OC)c(OC)c2)c(=O)c2ccccc12 the results were ADAM10 inh -12, hgDAF12 agonist -1.8, PLC-gamma1 inh -7, GAA850 FXN act 0.1, PLC-beta3 inh -19, hcDAF12 agonist -0.3, ssDAF12 agonist -1.3, DAX1 inh-1 -1.1, ADAM17 inh -1, DAX1 inh-2 -1.4 and sPLA2-III inh 17.
Screening O=C(Cc1cccs1)N1CCN(c2ccc(F)cc2)CC1 returned ADAM10 inh -5, hgDAF12 agonist -1.0, PLC-gamma1 inh -2, GAA850 FXN act 2.5, PLC-beta3 inh 1, hcDAF12 agonist -2.0, ssDAF12 agonist -1.1, DAX1 inh-1 -0.8, ADAM17 inh -5, DAX1 inh-2 -0.6 and sPLA2-III inh 0.
For CC(C)CCNC(=O)c1cc2c(=O)n3ccccc3nc2s1 the results were ADAM10 inh inactive, hgDAF12 agonist 1.5, PLC-gamma1 inh inactive, GAA850 FXN act 3.9, PLC-beta3 inh inactive, hcDAF12 agonist -1.5, ssDAF12 agonist 0.6, DAX1 inh-1 -0.7, ADAM17 inh inactive, DAX1 inh-2 0.5 and sPLA2-III inh 0.
For CC1CCN(CCC(=O)Nc2ccc(Br)cc2)CC1 the results were ADAM10 inh -2, hgDAF12 agonist -0.8, PLC-gamma1 inh -1, GAA850 FXN act 0.6, PLC-beta3 inh 0, hcDAF12 agonist -0.8, ssDAF12 agonist -1.1, DAX1 inh-1 -0.2, ADAM17 inh -2, DAX1 inh-2 -0.6 and sPLA2-III inh 6.
`Oc1ccccc1-c1cc(-c2ccc(Cl)cc2)n[nH]1` gave ADAM10 inh 18, hgDAF12 agonist 20*, PLC-gamma1 inh 2, GAA850 FXN act 8.3*, PLC-beta3 inh -2, hcDAF12 agonist 21*, ssDAF12 agonist 3.1*, DAX1 inh-1 3.3, ADAM17 inh 7, DAX1 inh-2 1.7 and sPLA2-III inh -54.
For CCCCC1(C2CCCC2)NC(=O)NC1=O (centres undefined) the results were ADAM10 inh -11, hgDAF12 agonist 1.9, PLC-gamma1 inh -1, GAA850 FXN act -1.6, PLC-beta3 inh 3, hcDAF12 agonist 3.1, ssDAF12 agonist -1.1, DAX1 inh-1 0.6, ADAM17 inh -1, DAX1 inh-2 0.1 and sPLA2-III inh -5.
`CN1C/C(=C/c2ccncc2)C(=O)/C(=C/c2ccncc2)C1` gave ADAM10 inh -4, hgDAF12 agonist -1.7, PLC-gamma1 inh -2, GAA850 FXN act 0.8, PLC-beta3 inh -8, hcDAF12 agonist 0.0, ssDAF12 agonist -1.3, DAX1 inh-1 1.2, ADAM17 inh -4, DAX1 inh-2 -0.3 and sPLA2-III inh 6.

By substructure, the entries above containing a nitro group on carbon.
O=[N+]([O-])c1ccc2c(c1)C(N1CCOCC1)/C(=C/C1(O)CCCCC1)O2 (centres undefined) was read as ADAM10 inh -6, hgDAF12 agonist -1.4, PLC-gamma1 inh -2, GAA850 FXN act 2.0, PLC-beta3 inh -9, hcDAF12 agonist -1.2, ssDAF12 agonist -1.7, DAX1 inh-1 -0.1, ADAM17 inh -7, DAX1 inh-2 0.2 and sPLA2-III inh 2.
Screening CC1C(=O)C(C)C(c2ccc([N+](=O)[O-])cc2)NC1c1ccc([N+](=O)[O-])cc1 (centres undefined) returned ADAM10 inh 4, hgDAF12 agonist -2.1, PLC-gamma1 inh 1, GAA850 FXN act -0.2, PLC-beta3 inh -2, hcDAF12 agonist 2.3, ssDAF12 agonist -0.5, DAX1 inh-1 0.3, ADAM17 inh -2, DAX1 inh-2 0.3 and sPLA2-III inh 1.
